hcDAF-12 act = activates DAF-12 receptor from parasite H. contortus; HEK293 hcDAF-12 lit1-tk-luc reporter, luminescence; 0% DMSO, 100% Δ7-dafachronic acid; activation, % at 6.8 µM; hit rate 1.4% among 370,000; AID 652067;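 active means activation above the mean of all tested compounds plus 3 SD, cut at about 5.5% in these data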;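 further: 100% = response to 3 µM Δ7-dafachronic acid high control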
GAA850 FXN act = frataxin GAA850 promoter activation; HEK293 lucGAA850 FXN promoter luciferase reporter, 24 h; percent of 10 µM SAHA response; activation, % at 6 µM; hit rate 0.56% among 360,000; AID 540364;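 active means activation above the average of all compounds screened plus 3 SD, cutoff fixed separately per campaign, cut at about 7.5% in these data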;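 further: 0% = DMSO wells and 100% = 10 µM SAHA wells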
NR1D1 modulator = Rev-erb alpha (human) modulation; hit rate 0.79% among 370,000; P20393; AID 1259318; activity, % at 10 µM; Rev-erbα–FITC-DNA binding, fluorescence polarization, 90 min;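 active means activity above about 14%, limit read from the data; passing the limit was not always enough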;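 further: 0% = DMSO wells with 35 nM protein and 100% = DMSO wells with 750 nM protein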
Target sequence (P20393 whole entry, looked up): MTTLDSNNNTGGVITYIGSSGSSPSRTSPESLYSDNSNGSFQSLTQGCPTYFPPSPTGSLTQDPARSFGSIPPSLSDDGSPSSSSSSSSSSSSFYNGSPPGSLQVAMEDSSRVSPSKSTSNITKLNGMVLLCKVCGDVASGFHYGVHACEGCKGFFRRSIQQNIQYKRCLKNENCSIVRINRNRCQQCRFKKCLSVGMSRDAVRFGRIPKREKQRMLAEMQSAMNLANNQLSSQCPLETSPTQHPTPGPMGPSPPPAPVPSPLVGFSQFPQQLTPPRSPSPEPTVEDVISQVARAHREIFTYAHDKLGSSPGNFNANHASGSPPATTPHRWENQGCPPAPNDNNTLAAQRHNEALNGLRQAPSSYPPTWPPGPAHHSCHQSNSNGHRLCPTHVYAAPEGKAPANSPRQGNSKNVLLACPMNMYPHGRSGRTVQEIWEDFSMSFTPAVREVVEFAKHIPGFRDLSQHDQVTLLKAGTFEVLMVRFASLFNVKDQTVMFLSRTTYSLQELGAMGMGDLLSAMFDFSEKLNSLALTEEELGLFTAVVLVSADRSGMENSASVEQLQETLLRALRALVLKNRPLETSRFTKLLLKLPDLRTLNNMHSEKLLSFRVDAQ
HGIII-sPLA2 inh = Blocks human group III sPLA2 activity; inhibition, % at 12.2 µM; QFRET BODIPY PC-A2 liposome hydrolysis, fluorescence; AID 743126; hit rate 0.56% among 370,000; Q9NZ20;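 active means inhibition above mean plus 3 SD of compounds lying within the high and low control bounds, cut at about 19% in these data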;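 further: 0% = median of test compound wells and 100% = no enzyme DMSO wells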
DAX1 inh-1 = blocks DAX1 repression of SF-1 activated StAR promoter; HEK293T StAR-luciferase reporter, SF-1/DAX-1 repression relief; AID 652010; inhibition, % at 6.8 µM; hit rate 1.1% among 370,000;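 active means inhibition above the mean over all tested compounds plus 3 SD, cut at about 3.6% in these data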;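 further: 0% = DAX-1 cells with DMSO and 100% = cells lacking DAX-1 with DMSO; higher inhibition means more luminescence from relief of DAX-1 repression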
PLCb3 inh = PLC-beta3 (human) inhibition, primary screen | Q01970 | Purified PLC-beta3, fluorogenic substrate, fluorescence | hit rate 0.18% among 370,000 | AID 720704 | inhibition, % at 12.2 µM; in the data active means inhibition above about 11%;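 further: 0% = median of compound wells on plate and 100% = full blocker control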
DAX1 inh-2 = inhibits human nuclear receptor DAX1; P51843; HEK293 Gal4-DAX1 luciferase reporter, luminescence; inhibition, % at 6.75 µM; hit rate 0.99% among 340,000; AID 504766;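 active means inhibition above the mean over all tested compounds plus 3 SD, cut at about 4.2% in these data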;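 further: 0% = DAX1-transfected cells with DMSO and 100% = empty-vector control cells with DMSO; inhibition shows as a rise in luminescence from relieved DAX1 repression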
Target sequence (P51843 207-470 limits assumed): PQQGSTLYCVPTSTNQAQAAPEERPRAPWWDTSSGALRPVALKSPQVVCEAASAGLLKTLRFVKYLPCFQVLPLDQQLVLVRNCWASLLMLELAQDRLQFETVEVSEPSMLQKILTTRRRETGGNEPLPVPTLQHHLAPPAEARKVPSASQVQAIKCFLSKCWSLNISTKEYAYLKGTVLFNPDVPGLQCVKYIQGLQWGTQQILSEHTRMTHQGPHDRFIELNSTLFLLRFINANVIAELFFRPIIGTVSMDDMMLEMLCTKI
hgDAF12 agonist = activates the H. glycines DAF-12 receptor ligand-binding domain. HEK293 GAL4-hgDAF12 UAS-luciferase reporter, agonist luminescence; normalized to butyrate control. AID 687014. hit rate 1.8% among 370,000. activation, % at 6.8 µM;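 active means activation above a cutoff set at the mean of all screened compounds plus 3 SD, cut at about 10% in these data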;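 further: 0% = DMSO wells and 100% = sodium butyrate wells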
PG9 binder = PG9 antibody binding by small molecule; TR-FRET gp120-PG9 antibody binding; inhibition, % at 6.7 µM; hit rate 0.43% among 360,000; in the data active means inhibition above about 8.5%
SMARCA2 act = activators of SMARCA2 function; activation, % at 9.1 µM; MG213 cells, MMTV-luciferase reporter, dexamethasone, overnight; hit rate 1% among 370,000; in the data active means activation above about 7.8%;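 further: 0% = vehicle wells and 100% = reference activator wells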
ssDAF12 agonist = activates DAF-12 receptor from parasite S. stercoralis; HEK293 ssDAF-12/GRIP1 lit1-tk-luc reporter, luminescence; % of 3 µM dafachronic acid response; activation, % at 6.8 µM; hit rate 1% among 370,000; AID 652126;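 active means activation above the mean over all tested compounds plus 3 SD, cut at about 0.9% in these data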;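 further: 0% = DMSO-only wells and 100% = 3 µM delta7-dafachronic acid wells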
Numbers without * were called inactive; nt = no result given.

A first look (3 entries):
SMILES,hcDAF-12 act,GAA850 FXN act,NR1D1 modulator,HGIII-sPLA2 inh,DAX1 inh-1,PLCb3 inh,DAX1 inh-2,hgDAF12 agonist,PG9 binder,SMARCA2 act,ssDAF12 agonist
CCOC(=O)c1ccc(N/C(=N\S(=O)(=O)c2ccc(F)cc2F)c2ccccc2)cc1,-0.5,0.8,-1,-38,0.5,4,-0.9,1.6,-2.1,-3,-1.0
O=C(c1cc2cc(F)ccc2[nH]1)N1CCc2ccccc21,16*,3.1,12,9,2.0,-9,5.0*,13*,7.4,10*,1.9*
CC(C)CC(C(=O)OCC(=O)c1c(N)n(C)c(=O)n(C)c1=O)N1C(=O)C2CC=CCC2C1=O (configuration not stated),-1.1,4.8,2,-6,-0.3,-6,-0.7,-0.9,-0.2,4,-1.6

The whole of this part, from the first entry:
SMILES,hcDAF-12 act,GAA850 FXN act,NR1D1 modulator,HGIII-sPLA2 inh,DAX1 inh-1,PLCb3 inh,DAX1 inh-2,hgDAF12 agonist,PG9 binder,SMARCA2 act,ssDAF12 agonist
CCOC(=O)c1ccc(N/C(=N\S(=O)(=O)c2ccc(F)cc2F)c2ccccc2)cc1,-0.5,0.8,-1,-38,0.5,4,-0.9,1.6,-2.1,-3,-1.0
O=C(c1cc2cc(F)ccc2[nH]1)N1CCc2ccccc21,16*,3.1,12,9,2.0,-9,5.0*,13*,7.4,10*,1.9*
CC(C)CC(C(=O)OCC(=O)c1c(N)n(C)c(=O)n(C)c1=O)N1C(=O)C2CC=CCC2C1=O (configuration not stated),-1.1,4.8,2,-6,-0.3,-6,-0.7,-0.9,-0.2,4,-1.6
Cc1cc(OCC(O)CNC(C)c2ccccc2)ccc1C(C)C (configuration not stated),-1.6,5.1,3,9,0.1,-6,-2.4,1.9,-0.4,-2,-1.2
CC(OC(=O)C1=Cc2ccccc2OC1)C(=O)NCc1ccco1 (configuration not stated),-0.7,2.9,2,-4,-1.1,-124,-0.1,-1.3,0.9,-3,-1.7
O=C(NCCc1cccc(Cl)c1)C1CCC(=O)N(Cc2ccc(Cl)cc2)C1 (configuration not stated),-1.6,-1.1,-3,-2,-0.9,-6,-0.7,-2.9,0.4,-1,-1.4
CC(COc1ccc(Br)cc1)CN1CCC(C(O)(c2ccccc2)c2ccccc2)CC1 (configuration not stated),-1.3,nt,5,-18,0.0,-2,nt,-0.1,nt,-5,-1.4
NC(=O)CNc1ncc(C(F)(F)F)cc1Cl,0.1,-0.2,-4,1,0.2,-4,-0.7,-1.3,1.3,-2,-1.4
O=C(CSc1nnc(-c2cccs2)n1-c1cccc(Cl)c1)c1cccc2c1OCCO2,-1.0,0.3,79*,-6,-0.1,-2,6.1*,0.8,-0.2,0,-0.5
O=C(O)C1C2C=CC(C2)C1C(=O)NCCc1ccccc1 (configuration not stated),-0.1,3.7,-3,-1,0.5,4,-0.3,2.1,-0.4,3,-0.2

New compounds follow.
SMILES,hcDAF-12 act,GAA850 FXN act,NR1D1 modulator,HGIII-sPLA2 inh,DAX1 inh-1,PLCb3 inh,DAX1 inh-2,hgDAF12 agonist,PG9 binder,SMARCA2 act,ssDAF12 agonist
CC1CCN(c2c([N+](=O)[O-])c(=O)oc3ccccc23)CC1,-2.2,0.4,-2,21*,0.4,-4,1.4,0.2,-0.5,-7,-1.2
CCOc1ccc(CCNC(=O)COC(=O)c2ccco2)cc1OCC,-0.6,1.3,-1,8,-1.7,-2,3.4,4.1,-2.7,-2,-0.8
O=C(CC1SC(=Nc2ccccc2)N(Cc2ccccn2)C1=O)Nc1ccc(Br)cc1 (configuration not stated),1.3,-1.0,5,-15,-0.7,-8,-1.4,1.1,1.2,-2,-1.5
CCOC(=O)c1c(C)n(-c2ccc(OC)cc2)c2ccc(O)c(CN(C)C)c12,-1.1,3.7,2,-43,0.0,-9,0.9,3.6,-1.3,6,-1.1
CN(Cc1ccccc1)C(=O)C1CCCN1S(=O)(=O)c1ccc2c(c1)n(C)c(=O)c(=O)n2C (configuration not stated),-1.6,0.1,3,6,-0.2,-11,-0.8,-3.2,0.1,-3,-1.4
COC(=O)c1c(NC(=O)c2ccc(S(=O)(=O)N3CCOCC3)cc2)sc2c1CCN(C)C2,0.2,nt,-3,-17,-0.5,-119,nt,-0.4,0.3,3,-1.2
Cc1ccc(NS(=O)(=O)c2ccccc2Cl)c2c1CC(C)(C)O2,-3.2,-1.1,14,-4,0.0,2,-0.6,-3.6,-0.2,-2,-0.9
CCCCc1c(C)c(C#N)c2[nH]c3ccccc3n2c1=O,-1.7,0.4,13,2,-0.7,-20,-0.5,0.5,-0.3,-1,-1.2
Cc1c(=O)n(OCc2ccccc2)c2ccccc2[n+]1[O-],1.1,2.1,0,3,0.1,-19,0.3,0.2,-0.6,1,-0.2
COc1ccc(-c2nnc(SCC(=O)Nc3ccc(Cl)cc3)n2C)cc1,0.9,-3.0,-5,3,0.2,0,1.5,0.2,1.7,-3,-0.7

Continuation:
SMILES,hcDAF-12 act,GAA850 FXN act,NR1D1 modulator,HGIII-sPLA2 inh,DAX1 inh-1,PLCb3 inh,DAX1 inh-2,hgDAF12 agonist,PG9 binder,SMARCA2 act,ssDAF12 agonist
O=C(NCCc1cccnc1)C1CCC(=O)N(Cc2cccc(C(F)(F)F)c2)C1 (configuration not stated),-1.8,0.2,-1,9,0.2,-6,0.4,-1.5,-0.8,0,-1.3
Cc1ccc(N/N=C(\C#N)C(=O)c2ccsc2)cc1,0.1,3.1,-1,-16,-0.4,-5,0.3,2.3,-3.1,0,-1.2
COc1ccccc1N(C)S(=O)(=O)c1ccc(C(=O)Nc2nnc(C)s2)cc1,0.1,1.9,2,-6,-0.5,-5,0.4,-1.7,0.4,-2,-0.6
Clc1ccc(NN(Cc2ccncc2)c2ccc(Cl)cc2)cc1,-0.7,2.1,-2,1,-0.2,1,0.7,-0.2,-1.5,-2,-0.9
CCCCN(C)CCCNC(=O)C1CC(=O)N(Cc2ccc(OC)cc2)C1 (configuration not stated),-0.4,-3.4,-4,4,0.5,10,-1.5,0.1,-1.9,0,-1.6
Cc1cccc(OCC(=O)NNC(=O)C2CCN(c3ncnc4sc(C)c(C)c34)CC2)c1,-1.6,-1.0,-2,-11,-2.6,-8,-0.5,-2.5,0.8,1,-1.3
CC1CCC2(CC1)NC(=O)N(NC(=O)CSc1nnc(NC3CC3)s1)C2=O (configuration not stated),-1.6,0.5,-7,13,-0.1,-8,1.2,7.1,1.0,-4,-1.8
COc1cc(OC)c(C(=O)OCC(=O)Nc2cc(C)on2)cc1OC,-1.8,1.7,2,1,0.1,2,0.5,-2.2,2.2,-1,-1.1
CC/C(=N/OC(=O)c1cccc(C)c1)C(=O)c1cccs1,-1.7,-1.1,-9,0,-0.4,0,1.3,-2.6,-0.2,-1,-0.6
Cc1nnc2n(c1=O)C(CS(=O)(=O)c1ccc3ccccc3c1)CS2 (configuration not stated),-1.0,-0.2,-1,6,-0.3,0,-0.3,1.4,-0.6,-3,-1.9

The list goes on:
SMILES,hcDAF-12 act,GAA850 FXN act,NR1D1 modulator,HGIII-sPLA2 inh,DAX1 inh-1,PLCb3 inh,DAX1 inh-2,hgDAF12 agonist,PG9 binder,SMARCA2 act,ssDAF12 agonist
O=C(CN1C(=O)C2(OCCCO2)c2ccccc21)NCc1ccc2ccccc2c1,-2.2,nt,3,-15,-1.1,2,nt,-3.9,nt,-4,-1.4
Cc1ccc(C(=O)CC(=O)c2ccccc2)cc1,-0.4,3.1,7,-9,0.5,-3,-0.5,8.0,0.1,2,-0.7
COCCNC(=O)Cn1nc(C(F)(F)F)c(Cl)c1C,1.0,-0.5,-3,2,-0.8,1,1.3,0.5,-1.5,1,-1.1
CCCS(=O)(=O)N1CCCC(C(=O)NCc2ccc3c(c2)OCO3)C1 (configuration not stated),-0.4,-0.1,-1,-4,0.3,1,0.8,-1.1,-0.7,1,-0.6
CCn1c(C)cc(/C=C2\NC(=O)N(CC(=O)Nc3cccc(C)c3)C2=O)c1C,-1.6,0.6,2,-19,-0.5,-65,1.3,-1.2,-4.5,-3,-1.0
O=C(c1cc2sccc2n1Cc1ccc(F)cc1)N1CCN(c2nc3ccccc3s2)CC1,-3.8,-2.7,1,-7,-2.5,-4,-3.9,-7.8,2.4,-6,-2.0
CCOc1ccc(NC(=O)C(C)C(Cc2ccc(C)cc2)C(=O)O)cc1 (configuration not stated),-1.8,-0.3,2,1,0.0,-3,1.6,0.2,-0.5,-2,0.3
CC1(c2nnc(Cc3ccccc3)o2)CC(c2cccc(F)c2)=NO1 (configuration not stated),0.0,0.7,4,4,-0.3,-1,1.2,4.1,0.0,0,-0.7
NS(=O)(=O)c1ccc(N=Nc2c(O)[nH]c3ccc(Br)cc23)cc1,-3.7,2.6,3,-45,-0.8,-30,0.2,-6.0,-4.3,4,-1.1
Cc1ccc(C(=O)N/C(=C/c2cccnc2)C(=O)O)cc1,1.7,-4.5,0,-1,0.2,5,0.8,2.1,-1.6,0,-0.5

Continuation.
SMILES,hcDAF-12 act,GAA850 FXN act,NR1D1 modulator,HGIII-sPLA2 inh,DAX1 inh-1,PLCb3 inh,DAX1 inh-2,hgDAF12 agonist,PG9 binder,SMARCA2 act,ssDAF12 agonist
COC(=O)c1ccccc1N1C(=O)C2C(C1=O)C1C=CC2C12CC2 (configuration not stated),0.1,-0.1,-5,9,0.3,-2,1.1,-1.7,-2.4,-4,-1.6
CCOC(=O)C1=C(C)NC(=O)C(C#N)C1c1ccncc1 (configuration not stated),2.2,-1.4,0,-1,-0.2,-3,-1.6,0.3,-2.1,9.8*,-1.0
O=C(CCN1CCC2CCC(C2)C1)c1ccccc1 (configuration not stated),-0.4,1.1,-4,4,0.3,4,0.5,-0.1,2.2,-6,-1.3
CCOCCCNC(=O)COC(=O)/C=C/c1ccc(S(=O)(=O)N2CCc3ccccc32)cc1,2.5,4.9,-4,-18,-0.1,1,0.5,-1.8,-4.0,-3,0.1
O=C(c1ccccc1Cc1ccccc1)N1CCN(S(=O)(=O)c2ccc(F)cc2)CC1,-0.2,2.9,-4,-4,0.1,0,0.3,-1.5,-0.1,-1,-0.9
O=C(COC(=O)c1ccccc1-n1cnnn1)c1ccc(F)cc1,3.6,2.3,3,-2,7.7*,-3,3.2,7.1,0.4,5,-0.1
COCC(=O)Nc1nc2ccccc2s1,6.0*,1.3,2,4,1.4,2,1.9,6.4,-1.9,4,0.3
O=C(COC(=O)c1cc(Br)ccc1O)NNC(=O)c1ccc([N+](=O)[O-])cc1,-0.6,0.1,8,1,-2.4,-7,2.8,-0.7,-0.3,-2,-1.2
CN(C)c1cccc(C(=O)Nc2nc3ccccc3[nH]2)c1,4.8,-1.7,1,7,1.9,-154,-2.8,15*,-4.0,3,0.4
Cc1cccc(C)c1OCC(=O)Nc1oc(-c2ccccc2)c(-c2ccccc2)c1C#N,-1.1,2.0,2,-10,-0.3,-6,1.0,-1.4,0.7,-4,-1.2
CCOc1ccccc1NC(=O)CSc1nc2c(c(=O)n(C)c(=O)n2C)n1C,-0.1,0.1,4,2,0.1,-4,2.7,0.2,-0.6,-2,-0.6
COc1ccc(S(=O)(=O)N(C)C[C@H]2Oc3c(NC(=O)CCC(F)(F)F)cccc3C(=O)N([C@H](C)CO)C[C@@H]2C)cc1,-0.2,-1.5,-3,-2,-0.3,1,-1.5,-0.7,0.4,1,-0.8

Screening results: PubChem BioAssay, several laboratories

Rows are unselected; about 7% have a hit in one of these screens.
